Statin myotox sup: suppressors of statin myotoxicity in C2C12 myotubes, primary screen, cell-based, single point, plate reader. hit rate 0.78% among 330,000. C2C12 myotubes + simvastatin, ATP luminescence, 48 h; scaled: DMSO 0, geranylgeraniol control 100. rescue of ATP level, % at 7.49 µM;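 active = mean ATP rescue above about 67%, or every replicate alone reaching that limit, limit read from the data, passing the limit was not always enough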;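 also: myotubes were challenged with 10 µM simvastatin during compound exposure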
PGC1a acetyl inh: inhibitors of PGC1a acetylation signal, primary screen, cell-based, U2OS, AlphaScreen, inhibitor mode. AlphaScreen anti-acetyl-lysine; with virally co-expressed GCN5 acetyltransferase. AID 651687, 2012. hit rate 0.17% among 350,000. inhibition, % at 15.6 µM;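 active = every replicate shows inhibition of at least 40%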;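 also: 0% = neutral control wells and 100% = positive control wells; some results beyond the cut were filed as inactive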
Cneo AK release: Cryptococcus neoformans cell lysis inducers, primary screen, AK release luminescence, single concentration; C. neoformans lysis, adenylate kinase release luminescence, 4 h; normalised: neutral wells 0, clomiphene wells 100; lysis activity, % at 15 µM; hit rate 0.2% among 360,000;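 active = mean lysis activity across replicates of at least 80%, whatever share of replicates individually reach that level; inactive = mean lysis activity below 80%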
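Schedule: static 4 h at 37 °C with compound, 1 h detection; system: C. neoformans cells; benchmarks: Clomiphene as positive control; buffer or medium: fresh YPD medium; measure: luminescence rise reflecting yeast cell lysis; measured by: luminescent adenylate kinase detection reagent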
The depositor's hits bear a star; · = no result given. Not all compounds are listed; the hit share may differ from the screen's.

compound | Statin myotox sup | PGC1a acetyl inh | Cneo AK release
O=C(CSc1nc2cc(Cl)ccc2s1)N1CCN(C(=O)c2ccco2)CC1 | 0 | -6 | ·
CC(C)CNC(=S)NNC(=O)c1nn(C)cc1Cl | -7 | 5 | ·
O=c1c2ccccc2c(C=NCCO)c(O)n1-c1ccccc1 | -5 | 0 | ·
CCOC(=O)N1CCN(c2ccc(C(=O)CC)cc2F)CC1 | 1 | -3 | ·
CCC(=O)Nc1c(C)c(CC)nc2ccccc12 | 1 | 6 | ·
COc1ccc(-c2csc(NCc3ccco3)n2)cc1 | 6 | -18 | ·
Cc1cccc2nc(CSc3ccccc3N)cn12 | -9 | 1 | ·
CC(=O)N1CCC2(CC1)C(C#N)=C(N)OC1=C2C(=O)CC(C)(C)C1 | 3 | -5 | ·
N/C(=N\OC(=O)c1ccc(Br)cc1)c1ccccc1 | -9 | 4 | ·
CC(C)N(Cc1cc2ccccc2[nH]c1=O)C(=O)c1cccnc1 | 88* | -4 | ·
Cc1noc(C)c1COc1ccc(C(=O)OCC(=O)NC2CCCCC2C)cc1 (centres undefined) | -19 | -18 | ·
CCOC(=O)N1CCC(NC(=O)CCC(=O)N2CCOc3ccccc32)CC1 | 123* | -6 | ·
CCS(=O)(=O)N1CCCC(C(=O)N2CCc3ccccc3C2)C1 (centres undefined) | -5 | 1 | ·
Cc1cccc(C)c1OCc1n[nH]c(=S)o1 | 3 | 5 | ·
COCCSc1nnc(NC(=O)CSc2ccccc2)s1 | 8 | -11 | ·
O=c1[nH]c(NCc2ccccc2)nc2c1CCC2 | 0 | 7 | ·
O=C(c1ccc2snnc2c1)N1CCN(c2ccccc2)CC1 | -3 | -1 | ·
COC(=O)c1sccc1NC(=O)CN(C)NS(=O)(=O)c1ccc([N+](=O)[O-])cc1 | 13 | 13 | ·
COc1ccc(C(=O)CSc2nn3c(=O)c(C(C)(C)C)nnc3s2)cc1 | 1 | -13 | ·
O=C(N1CCOCC1)N1CCN(C(=O)N(c2ccccc2)c2ccccc2)CC1 | 12 | -17 | ·
CCc1nnc(NC(=O)CSc2nnc(-c3ccco3)n2CC)s1 | 2 | 3 | ·
CCOC(=O)c1c(SC)nc(SC)c2c1CCC2 | -8 | -2 | ·
O=c1[nH]c(CCl)nc2cc(-c3ccc(Cl)cc3)sc12 | 9 | -21 | ·
CSc1nc(-c2ccccc2)ccc1C(N)=O | 34 | 7 | ·
CCN(CC)C(=O)C(=O)N/N=C/c1cccc(Br)c1 | -6 | 6 | ·

Later entries.
compound | Statin myotox sup | PGC1a acetyl inh | Cneo AK release
Cc1ccc(-c2nn(Cc3ccccc3)cc2/C=C/C(=O)O)cc1 | -5 | 13 | ·
CCc1cc2c(CN3CCN(CCO)CC3)cc(=O)oc2cc1O | -10 | -4 | ·
COc1ccc(OCc2cccc(C(=O)O)c2)cc1 | -88 | 8 | ·
O=c1c2ccccc2nc(-c2cccc(Cl)c2)n1O | -5 | -21 | ·
c1ccc(Cc2nnc3sc(-c4ccncc4)nn23)cc1 | 5 | 15 | ·
Cc1cc(C)n(-c2nc(N(c3ccccc3)c3ccccc3)nc(-n3nc(C)cc3C)n2)n1 | -87 | 8 | ·
CCN1C(=O)C2C(c3ccc(O)c(OC)c3)NC(C)(C(=O)OC)C2C1=O (centres undefined) | -12 | 5 | ·
CN1C(=O)C2(N=c3ccccc3=N2)c2ccccc21 | 2 | 6 | ·
CCOc1ccc2[nH]c(=O)c(CN(CCO)C(=O)c3ccc(F)cc3)cc2c1 | 15 | 7 | ·
CCCN1CCN(C(c2cc3cc(OCC)ccc3[nH]c2=O)c2nnnn2C2CCCCC2)CC1 (centres undefined) | -10 | 9 | ·
Clc1ccc(Cn2ncc3c(NCc4cccnc4)ncnc32)cc1 | 26 | 8 | ·
Cc1cc(C)nc(N2CCC(C(=O)O)CC2)n1 | 2 | -7 | ·
COc1ccc(F)cc1S(=O)(=O)NC1CCCC1 | -13 | -11 | ·
O=C(c1cc2ccccn2n1)N1CCN(c2cccc(C(F)(F)F)c2)CC1 | 6 | -4 | ·
CCC(C)Nc1nc(CN2CCOCC2)nc2sc3c(c12)CCC3 (centres undefined) | -14 | -1 | ·
Nc1c(C(=O)Nc2nccs2)sc2nc(-c3cccs3)cc(C(F)(F)F)c12 | -36 | -22 | ·
COc1ccc(Cn2cnc3c(NS(C)(=O)=O)c(C)c(C)cc32)cc1 | 8 | 1 | ·
COc1cc(C2Nc3cc(Cl)c(S(N)(=O)=O)cc3S(=O)(=O)N2)cc(OC)c1OC (centres undefined) | 2 | 10 | ·
CC(=O)c1ccc(N2CCN(C(=S)Nc3ccccc3)CC2)cc1 | 7 | -15 | ·
O=C(N/N=C/c1ccc(-c2cccc(C(F)(F)F)c2)o1)c1ccccc1Br | -10 | -29 | ·
CCOc1ccccc1-n1c(COc2ccc(C)cc2)nnc1SCC(N)=O | 2 | -3 | ·
O=C1C=C(NCc2ccc(Cl)c(Cl)c2)CC1 | 22 | -14 | ·
CCOC(=O)C1CCCN(C(=O)COC(=O)C2=COCCO2)C1 (centres undefined) | 1 | 48 | ·
O=C(Nc1ccccn1)c1cccnc1 | -1 | 5 | ·
Oc1ccccc1CNn1cnnc1 | 10 | 3 | ·

Next results follow:
compound | Statin myotox sup | PGC1a acetyl inh | Cneo AK release
COc1ccc(-c2c(C(F)(F)F)oc3c(CN4CCN(C)CC4)c(O)ccc3c2=O)cc1 | -1 | 27 | ·
CCOC(=O)c1nnn(-c2nonc2N)c1COc1ccccc1 | 6 | -47 | ·
CNC[C@@H]1OCCCC[C@H](C)Oc2ccc(NC(=O)c3ccncc3)cc2C(=O)N([C@@H](C)CO)C[C@H]1C | 7 | -2 | ·
Cc1snc(S(=O)(=O)/C(C#N)=N/Nc2ccc(C(F)(F)F)cc2)c1C#N | -12 | -17 | ·
O=C(Oc1ccccc1)c1c(Cl)cccc1P(=O)(O)O | -1 | -3 | ·
O=C(c1cc2ccccc2oc1=O)N1CCN(c2ncccn2)CC1 | -2 | 3 | ·
CCCNC(=O)c1ccc(-c2nc3ccccc3s2)s1 | -36 | -10 | ·
Cc1noc(C)c1CSc1ncnc2sc(C)c(C)c12 | -3 | -15 | ·
COc1ccc2cc(C(c3nnnn3CCc3ccccc3)N3CCC(O)CC3)c(=O)[nH]c2c1 (centres undefined) | · | 0 | 0
COc1ccc(-c2nnc(SCC(=O)c3cc(C)n(Cc4cccs4)c3C)o2)cc1 | · | -9 | -1
Cc1ccccc1NC(=O)CC1SC(=O)N(c2ccccc2)C1=O (centres undefined) | · | -10 | 3
O=S1(=O)C[C@@H](O)[C@@H](Nc2ccc(Cl)cc2)C1 | · | -1 | -1
CC1(C)N=C(SCC(=O)Nc2ccc(Cl)cc2Cl)C(c2ccccc2)=N1 | · | -11 | -1
CC(C(=O)N1CC2(C)CC1CC(C)(C)C2)N1C(=O)c2ccccc2C1=O (centres undefined) | · | -13 | -1
COCCNC(=O)COc1ccc(Br)cc1Cl | · | 6 | -3
COc1ccccc1CNC(=O)c1nn(-c2ccc(C)cc2)c(=O)c2c1c1ccccc1n2C | · | -19 | -1
CCS(=O)(=O)N1CCN(c2ccc([N+](=O)[O-])c(N3CCOCC3)c2)CC1 | · | 3 | 0
CCn1cc(C(=O)OC(C)C(=O)Nc2c(C)n(C)n(-c3ccccc3)c2=O)c(=O)c2ccc(C)nc21 (centres undefined) | · | 10 | 2
O=C(CSc1nc(N2CCCCC2)nc(N2CCCCC2)n1)Nc1nccs1 | · | 0 | 3
CC(C)N(Cc1ccccc1)C(=O)COC(=O)c1ccc2c(c1)OCCO2 | · | -1 | 0
CC(=O)NCc1ccc(C(=O)CSc2nnc(-c3ccncc3)n2Cc2ccccc2)o1 | · | 12 | -1
COC(=O)c1cc(-c2ccccc2)on1 | · | 15 | 0
Cc1nc(C)c(-c2ccccc2)c(=O)[nH]1 | · | -5 | 0
COc1ccc(C(=O)NCc2nnc(SCC(=O)Nc3cccc(C(F)(F)F)c3)o2)cc1OC | · | 7 | -3
CCNc1nc(Oc2ccc(=O)n(C)n2)nc(N2CCOCC2)n1 | · | 1 | 1

Arranged by SMILES length (rising): 4 of the compounds above
compound | Statin myotox sup | PGC1a acetyl inh | Cneo AK release
CCCNC(=O)c1ccc(-c2nc3ccccc3s2)s1 | -36 | -10 | ·
O=S1(=O)C[C@@H](O)[C@@H](Nc2ccc(Cl)cc2)C1 | · | -1 | -1
Cc1snc(S(=O)(=O)/C(C#N)=N/Nc2ccc(C(F)(F)F)cc2)c1C#N | -12 | -17 | ·
CCS(=O)(=O)N1CCN(c2ccc([N+](=O)[O-])c(N3CCOCC3)c2)CC1 | · | 3 | 0

(list continues)
compound | Statin myotox sup | PGC1a acetyl inh | Cneo AK release
CN(C)c1ccc(NC(=O)CN2CCN(CC(=O)Nc3ccc(F)cc3)CC2)cc1 | · | 4 | -1
CC(=O)OCCNC(=O)c1cc2ccccc2oc1=O | · | -28 | 1
Cc1noc(C)c1S(=O)(=O)NCCN1CCN(c2ccccc2)CC1 | · | 0 | 4
O=c1c(Cl)c(N2CCCCC2)cnn1-c1nc2ccccc2[nH]1 | · | 4 | -10
Cc1cc(N=CC2=C(O)CC(C)(C)CC2=O)no1 | · | 4 | 5
Cc1cccc(C(=O)OCc2cnc(Cl)s2)c1 | · | -4 | 4
Cc1nn(CC2CCCCC2)c(N)c1-c1ccccc1 | · | -11 | 20
O=C(CN1CCN(c2ccccn2)CC1)NC(=O)NC1CCCCC1 | · | -7 | -4
Cc1ccc(C(C2=C(O)CC(C)(C)CC2=O)C2C(=O)CC(C)(C)CC2=O)s1 (centres undefined) | · | -31 | -3
COc1ccc2cc3cc(C(=O)NCc4ccco4)oc3nc2c1 | · | 5 | 1
Cc1ccc(OCCNC(=O)c2ccco2)cc1C | · | -5 | -1
CC(=O)Oc1cccc(N2C(=O)C3CC=CCC3C2=O)c1 (centres undefined) | · | 3 | 1
CCOC(=O)CSc1cc(=O)n(C)c2cc(Cl)ccc12 | · | 2 | -2
COc1ccc(CNc2nc3ccccc3n2CCN2CCOCC2)cc1 | · | 3 | 0
COc1ccc(C)cc1NC(=O)CN(C)S(=O)(=O)c1cccs1 | · | 4 | 1
COc1ccc(-n2c(SCC(=O)N3CCCC(C)C3)nnc2-c2cccnc2)cc1 (centres undefined) | · | 35 | 2
Cc1ccc(OCc2nnc(SCC(=O)Nc3ccc4c(c3)OCCO4)n2Cc2ccco2)cc1 | · | -7 | -4
Nc1[nH]n(-c2ccccc2)c(=O)c1N=Nc1ccccc1[N+](=O)[O-] | · | 1 | 0
CC(=O)NCC(=O)N(C)C(C(=O)Nc1ccc2c(c1)OCCO2)c1ccccc1 (centres undefined) | · | -5 | 7
COC(=O)c1ccc(C(=O)OC)c(NC(=O)COC(=O)C2CC2C)c1 (centres undefined) | · | 5 | 1
CCOc1ccc(-c2nnc(SCC(=O)N3CCOCC3)o2)cc1 | · | -7 | -1
COc1ccc(/C=N/Nc2nonc2N)cc1OC | · | 6 | 1
CCOC(=O)N1CCN(C(=O)CCCn2c(=S)[nH]c3ccccc3c2=O)CC1 | · | -12 | 1
Fc1ccccc1CSc1nc2ncc(Br)cc2[nH]1 | · | -1 | 2
Cc1c(-c2nc(N)nc(Nc3ccc(F)cc3)n2)oc2ccccc12 | · | -10 | 5

Fetched one by one from above, 4 records:
compound | Statin myotox sup | PGC1a acetyl inh | Cneo AK release
COc1ccc(-n2c(SCC(=O)N3CCCC(C)C3)nnc2-c2cccnc2)cc1 (centres undefined) | · | 35 | 2
O=c1c(Cl)c(N2CCCCC2)cnn1-c1nc2ccccc2[nH]1 | · | 4 | -10
COc1ccc(C)cc1NC(=O)CN(C)S(=O)(=O)c1cccs1 | · | 4 | 1
COc1ccc(CNc2nc3ccccc3n2CCN2CCOCC2)cc1 | · | 3 | 0

Whole records, looked up by structure. Order of screens: Statin myotox sup | PGC1a acetyl inh | Cneo AK release
Shown for `Cc1nc(C)c(-c2ccccc2)c(=O)[nH]1` = · | -5 | 0
Shown for `Oc1ccccc1CNn1cnnc1` = 10 | 3 | ·

(listing goes on)
compound | Statin myotox sup | PGC1a acetyl inh | Cneo AK release
Cc1c(C(N)=O)sc(N)c1C(=O)OC(C)C | · | 1 | -3
COC(=O)c1cc(S(=O)(=O)N2CCOCC2)c(N2CCOCC2)cc1N1CCOCC1 | · | -5 | -1
O=C(COC(=O)c1ccccn1)Nc1c(Cl)cccc1Cl | · | 1 | 1
COc1cc(C(=O)NCc2nnc(SCC(=O)Nc3cccc(C)c3)o2)cc(OC)c1OC | · | 6 | 1
CCOC(=O)CNS(=O)(=O)c1ccc(C(=O)O)cc1 | · | -1 | -2
COc1cc(C2C(C(=O)c3ccc(C)o3)=C(O)C(=O)N2CCCn2ccnc2)cc(OC)c1OC (centres undefined) | · | 6 | 5
CC(C)CCn1c(Sc2nc3ccccc3s2)nc2c1c(=O)[nH]c(=O)n2C | · | 10 | -1

Screening data from PubChem BioAssay.
